PI4K2A inh: blocks human PI4K2A kinase activity. Q9BTU6. purified PI4K2A, ADP-Glo luminescence, 1 h; stronger effect = lower value. activity change, negative = inhibition, % at 76.9 µM. 420,000 tested, 0.13% active. AID 1346378; in the data active = activity change below about -50%; inconclusive = mostly about -30% to -49%;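 note: -100% = wells without enzyme as full effect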
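In this quantitative HTS, ADP production by PI4K2A was quantified luminescently after 1 h at ambient temperature; 100 microM adenosine served as plate-quality control.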
HP1b binding inh: inhibitors of HP1-beta chromodomain binding to methylated histone tails | AlphaScreen HP1-beta / biotin-H3K9me3 peptide binding | Potency, µM (doses to about 114 µM), inactives show at the highest dose activity change, negative = inhibition, hits mostly inhibitors | 390,000 tested, 0.56% active; note: potency is the fitted concentration of half-maximal effect; nearly all actives have a fitted effect of over 70% in size; inactives centre near 23
Target sequence (P83916 whole entry, looked up): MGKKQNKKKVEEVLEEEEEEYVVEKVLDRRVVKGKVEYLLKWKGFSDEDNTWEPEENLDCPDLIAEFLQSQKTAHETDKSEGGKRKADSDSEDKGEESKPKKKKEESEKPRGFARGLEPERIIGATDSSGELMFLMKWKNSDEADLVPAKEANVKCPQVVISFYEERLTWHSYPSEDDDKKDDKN
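AlphaScreen: HP1-beta (50 nM) preformed 30 min with biotin-H3(1-18)K9me3 peptide (50 nM) in PBS pH 7.4, 0.01% Tween-20. Compound added for 30 min at RT, then streptavidin donor/nickel chelate acceptor beads (10 ug/mL) for 30 min.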
G9a inh: inhibitors of human histone lysine methyltransferase G9a; Potency, µM (titrated, usually from 102 µM), inactives show top-dose activity, negative = inhibition, hits mostly inhibitors; Q96KQ7; 350,000 tested, 8.8% active; G9a H3K9 monomethylation, AlphaScreen, 2 h; note: potency is the fitted concentration of half-maximal effect; % is set by controls: 0 for no effect and ±100 for the full control effect; nearly all actives have a fitted effect of over 75% in size
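Step 1: enzyme (final 20 nM) with compound, 15 min RT. Step 2: substrate peptide 500 nM and SAM 20 uM, 2 h RT. Step 3: anti-H3K9me1 antibody and AlphaScreen beads, 10 min, then plate read.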
JMJD2A Tudor: JMJD2A Tudor domain (human) inhibition. O75164. AlphaScreen JMJD2A-Tudor / H3K4me3 peptide binding. Potency, µM (top dose mostly 114 µM), for inactives: top-dose activity change, negative = inhibition, hits mostly inhibitors. 390,000 tested, 4.4% active; note: potency is the fitted concentration of half-maximal effect; % is set by controls: 0 for no effect and ±100 for the full control effect; nearly all actives have a fitted effect of over 50% in size
Pol eta inh: inhibitors of human DNA polymerase eta | Potency, µM (top dose mostly 114 µM), inactives show top-dose activity change, negative = inhibition, most hits filed as inhibitors | recombinant Pol eta, fluorescent DNA replication assay | 390,000 tested, 1.2% active | Q9Y253; note: potency is the fitted concentration of half-maximal effect; % is set by controls: 0 for no effect and ±100 for the full control effect
Target sequence (Q9Y253 whole entry, looked up): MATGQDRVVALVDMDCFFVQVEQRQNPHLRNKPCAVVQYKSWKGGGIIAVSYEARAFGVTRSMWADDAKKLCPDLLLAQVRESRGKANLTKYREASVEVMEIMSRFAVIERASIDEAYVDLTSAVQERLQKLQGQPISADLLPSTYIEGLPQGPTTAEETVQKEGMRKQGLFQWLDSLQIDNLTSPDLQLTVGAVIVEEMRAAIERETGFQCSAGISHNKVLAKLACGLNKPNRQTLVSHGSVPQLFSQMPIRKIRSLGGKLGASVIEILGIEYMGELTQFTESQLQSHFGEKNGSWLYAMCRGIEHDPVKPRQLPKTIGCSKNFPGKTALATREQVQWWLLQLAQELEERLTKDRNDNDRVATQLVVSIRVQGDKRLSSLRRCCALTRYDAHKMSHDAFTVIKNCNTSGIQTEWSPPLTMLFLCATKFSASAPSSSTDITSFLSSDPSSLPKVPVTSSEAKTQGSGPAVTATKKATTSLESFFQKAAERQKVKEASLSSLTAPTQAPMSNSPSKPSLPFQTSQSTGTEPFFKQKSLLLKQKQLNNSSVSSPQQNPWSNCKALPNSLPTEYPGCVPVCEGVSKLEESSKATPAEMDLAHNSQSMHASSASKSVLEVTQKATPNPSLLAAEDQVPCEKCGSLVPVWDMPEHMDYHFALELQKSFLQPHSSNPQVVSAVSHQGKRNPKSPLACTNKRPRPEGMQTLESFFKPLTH
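Pol eta (10 nM) was preincubated with compounds for 15 min at room temperature, after which fluorescent replication substrate (50 nM final) was added to start the reaction. Fluorescence was read kinetically at 0 and 10 min.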
Pin1 inh: blocks the human prolyl isomerase Pin1; Potency, µM (highest dose often 115 µM), for inactives: at the highest dose activity, negative = inhibition, hits mostly inhibitors; Pin1 FP peptide displacement, HiFluor488, 10 min; 390,000 tested, 0.009% active; Q13526; active = well fitted inhibition curve with a large enough effect in the polarisation, with a control signal flat, not every such curve was filed as active; inconclusive = small, poorly fitted or top-dose-only effect, or effect the other way, or a change in a side signal; inactive = no such curve, though single readings can be large or run the other way; the % refers to the polarisation; note: potency is the fitted concentration of half-maximal effect; % is set by controls: 0 for no effect and ±100 for the full control effect
Target sequence (Q13526 whole entry, looked up): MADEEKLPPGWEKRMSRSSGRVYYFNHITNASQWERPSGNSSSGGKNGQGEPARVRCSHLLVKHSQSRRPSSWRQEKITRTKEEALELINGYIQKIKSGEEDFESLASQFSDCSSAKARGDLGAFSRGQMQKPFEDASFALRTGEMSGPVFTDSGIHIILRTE
Tb PGK inh: blocks T. brucei phosphoglycerate kinase. P07378. PGK/GAPDH coupled, Kinase-Glo luminescence, 60 min. Potency, µM (top dose mostly 57.5 µM), for inactives: at the highest dose activity change, negative = inhibition, hits mostly inhibitors. 380,000 tested, 0.043% active; note: potency is the fitted concentration of half-maximal effect; % is set by controls: 0 for no effect and ±100 for the full control effect; nearly all actives have a fitted effect of over 60% in size
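Recombinant glycosomal PGK reaction used 1,3-bisphosphoglycerate generated in-well by GAPDH (100nM final) in 100mM TEA pH 7.6, 5mM MgCl2, 0.01% Tween-20. After 60 minutes at room temperature, ATP was read by Kinase-Glo Plus luminescence end-point.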
BAZ2B inh: inhibitors of human BAZ2B bromodomain; Q9UIF8; AlphaScreen BAZ2B-H3K14Ac peptide displacement; Potency, µM (titrated, usually from 114 µM), for the others: at the top dose activity change, negative = inhibition, most hits filed as inhibitors; 360,000 tested, 4.4% active; note: potency is the fitted concentration of half-maximal effect; % is set by controls: 0 for no effect and ±100 for the full control effect; nearly all actives have a fitted effect of over 60% in size
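Protein-peptide AlphaScreen: BAZ2B 50 nM, b-H3K14Ac 50 nM, 1x PBS pH 7.4 + 0.01% Tween-20. Preincubation 30 min RT; cpd 30 min RT (top 110 uM); beads 20 min RT, light-protected.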
GLS inhibitor: inhibitors of human glutaminase (GLS); 410,000 tested, 0.21% active; O94925; AID 624170; Potency, µM (titrated, usually from 45.5 µM), inactives show at the highest dose activity change, negative = inhibition, usual class: inhibitors; GLS enzymatic activity, qHTS titration; note: potency is the fitted concentration of half-maximal effect; % is set by controls: 0 for no effect and ±100 for the full control effect
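Assay buffer: 45 mM KH2PO4 pH 8.2, 0.02% Tween-20. hKGA acts on L-glutamine (1 mM solution added); product glutamate is reported by an oxidase/peroxidase Amplex Red coupling, with fluorescence taken at baseline and 30 min.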
The depositor's hits bear a star; i = inactive; ? = inconclusive; nt = no result given; [ ] = remark or other dose. Unless noted, calls come from the whole dose curve; as a rule, active = well fitted curve in the direction sought with a large enough effect; inconclusive = small, poorly fitted or top-dose-only effect, or another doubt; inactive = no such curve, though single readings can be large; an effect the other way counts as inactive or inconclusive. Only part of the results is shown; count on the stated rates, not on these rows.

PI4K2A inh | HP1b binding inh | G9a inh | JMJD2A Tudor | Pol eta inh | Pin1 inh | Tb PGK inh | BAZ2B inh | GLS inhibitor | mol
0 | 6% | 5% | -18% | 5% | -7% | 3% | 5% | 0% | CCOc1cccc2cc(-c3csc(NC(=O)CCC(=O)N4CCC(C)CC4)n3)c(=O)oc12
2 | 17% | 3%[59 µM] | -33% | -15% | -8% | -8% | -3% | -8% | Cc1oc2cc3oc(=O)c(CC(=O)NCc4ccccc4)c(C)c3cc2c1C
2 | 17% | 17% | -14% | -11% | 5% | 4% | 6% | -2% | COc1ccc(-c2csc(C)n2)cc1OC
7 | -8% | ? | -25% | -16% | 6% | 0% | ? | -14% | O=C(NC(NC(=S)Nc1ccc(Cl)cc1)C(Cl)(Cl)Cl)c1ccco1 (stereo not given)
1 | 22% | nt | 5% | -23% | 1% | 4% | 4% | 0% | Cn1c(=O)c([N+](=O)[O-])c(NC2CCS(=O)(=O)C2)c2ccccc21 (stereo not given)
1 | 22% | ? | -17% | -10% | -3% | -7% | -26% | 16% | O=C(Nc1cc(C(=O)N2CCCC2)ccc1N1CCCC1)c1ccccc1F
-6 | 43%[activator] | -5% | -2% | -1% | -2% | 7% | 0% | 28% | CCc1cc(C)c(O)c(CC)n1
-2 | 27% | 4%[59 µM] | -10% | -14% | 9% | i | -2% | -2% | COc1ccc(Cl)cc1NC(=O)C1CCN(S(=O)(=O)c2ccc3c(c2)CC(C)N3C(C)=O)CC1 (stereo not given)
-3 | 25% | -2%[59 µM] | -1% | -3% | 1% | 4% | 2% | 3% | CCOc1ccc(-n2cc(-c3ccccc3)c3c(Nc4cccc(F)c4)ncnc32)cc1
12 | -22% | 32µM* | ? | -8% | 2% | -3% | ? | 12% | COC(=O)C1=C(C(=O)OC)SC2(S1)C(C(=O)OC)=C(C(=O)OC)SC1=C2c2cccc(C)c2NC1(C)C
1 | 20% | -27%[59 µM] | -11% | -4% | 3% | -1% | nt | -7% | COc1ccc(N2CCN(C(=O)c3cc4cc5ccc(Cl)cc5nc4o3)CC2)cc1
5 | 44% | -27% | 0% | -16% | -2% | -1% | -7% | -9% | COC(=O)c1ccccc1NC(=O)N1CCN(S(C)(=O)=O)CC1
-28 | ? | 10µM* | 7.9µM* | 2.8µM* | ? | 10% | 1.6µM* | 15% | O=C(O)c1ccc(N=Nc2c(O)ccc3ncccc23)cc1
-1 | nt | nt | nt | -13% | nt | -3% | nt | -3% | COc1ccccc1NC(=O)N(C)C[C@@H]1OCc2cn(nn2)CCCC(=O)N([C@@H](C)CO)C[C@H]1C
-4 | 24% | 15% | -3% | -2% | -9% | 0% | nt | 4% | Cc1ccc(NC(=O)Cn2nc(C)c(S(=O)(=O)N(C)C)c2C)cc1C
-3 | 54%[activator] | 56µM* | -8% | -8% | 1% | i | 8% | 5% | COC(=O)c1cccc(N2C(=O)c3ccccc3S2(=O)=O)c1
-1 | 17% | nt | -9% | 0% | 1% | -1% | 9% | 6% | CC(C)=NOC(=O)c1c(C)noc1-c1snnc1C
-2 | 43%[activator] | 4%[59 µM] | -14% | -11% | 4% | 8% | 0% | 4% | Cc1c(CC(=O)NCCc2ccccc2)c(=O)oc2c(C)c3occ(C(C)(C)C)c3cc12
-9 | 5%[57 µM] | nt | ? | -13% | ? | 2% | -16% | -1% | O=S(=O)(c1cnc[nH]1)N1CCN(C(c2ccc(F)cc2)c2ccc(F)cc2)CC1
-3 | 32% | -1%[12.7 µM] | -24%[57.1 µM] | -4% | 9% | i | -2% | -1% | Cc1nc(SCC(=O)NCc2ccco2)c2c(C)c(C)sc2n1
0 | 36% | 1% | -17% | -17% | 1% | 5% | 11% | 3% | COc1cc(NC(=O)CSc2nc(=O)n(CCCN3CCOCC3)c3c2CCC3)cc(OC)c1
0 | 9% | -5%[59 µM] | -14% | -20% | 0% | -18% | 8% | -16% | Cc1ccc(NC(=O)CN2C(=O)NC3(CCc4ccccc43)C2=O)cc1Cl (stereo not given)
0 | 24% | 36% | -4% | -20% | 3% | -9% | -4% | 5% | Cc1ccc(C(C)C)c(OC/C(O)=C(\C#N)c2nc3ccccc3[nH]2)c1
0 | -7% | nt | -31% | -1% | 2% | i | nt | 13µM* | COc1ccc2c(c1)C(=O)Nc1cc(Cl)ccc1N2
-1 | 25% | 36% | -17% | -12% | -14% | -4% | -15% | -7% | O=[N+]([O-])c1cc(-c2ccn[nH]2)ccc1Cl
-1 | 20% | 4%[59 µM] | -14% | 2% | 1% | i | 3% | -10% | O=S(=O)(c1ccc(-n2cnnn2)cc1)N1CCN(c2cccc(C(F)(F)F)c2)CC1
4 | 42% | -1%[59 µM] | 12% | -13% | 1% | i | -1% | -16% | O=C(CSc1nnc(-c2ccccn2)n1Cc1ccccc1)N1CCCC1
-3 | 80%[activator] | 14%[59 µM] | 2% | -21% | 10% | -1% | 22% | -1% | Cc1ccc(CCNc2ncnc3onc(-c4ccc(Cl)cc4)c23)cc1
0 | 6% | 13%[2.33 µM] | -14% | -18% | 1% | -6% | 7% | 7% | CC(C)(C)OC(=O)NCCCCCc1cn([C@@H](CO)C(=O)NCCCCCCCCCCC(=O)N2CCN(C(=O)OC(C)(C)C)CC2)nn1
2 | nt | nt | nt | -1% | nt | -1% | nt | -5% | Nc1ncnc(N)c1NC(=O)c1cc(Cl)c(OCc2ccccc2)c(Cl)c1
-7 | 41%[activator] | 4%[12.7 µM] | -17% | 4% | -1% | -1% | 2% | 7% | O=C(CSc1ccc(Cl)cc1)N1CCOCC1
-8 | 36%[activator] | 6% | -16% | -12% | -8% | -2% | -33% | -2% | COc1cccc(CN2CCN(Cc3cc4ccccc4o3)CC2CCO)c1 (stereo not given)
-9 | 36% | 53%[activator] | -14% | -8% | -4% | -6% | -2% | 25% | Oc1ccccc1Cn1nnc2ccccc21
-3 | 13% | 3%[12.7 µM] | -10% | 1% | -6% | -5% | -20% | -1% | O=C(CSc1ccccc1)NCC(c1ccco1)N1CCCCC1 (stereo not given)
3 | 5% | -10%[59 µM] | -19% | 1% | 6% | i | 2% | 8% | COC(=O)c1cc2sc(Cl)cc2n1CC(=O)Nc1cc(C)cc(C)c1
-2 | 32% | nt | -11% | -24% | 0% | 3% | nt | -2% | O=C(NC1CC1)C1=C[C@@H](c2ccc(C(F)(F)F)cc2)C[C@@H](OCc2ccc(CO)cc2)O1
-2 | 16% | 3%[59 µM] | -22% | -14% | 3% | i | -33% | -8% | CCOC(=O)c1ccc(N/C(=N/S(=O)(=O)c2ccccc2)c2ccccc2)cc1
11 | 40%[activator] | -8%[59 µM] | 20% | -6% | 0% | -1% | 4% | 2% | COC(=O)c1cc[n+](CC(=O)c2ccccc2)cc1
-1 | 17% | -6%[59 µM] | -19% | -1% | 2% | 1% | -22% | 6% | CCOc1ccc(/C=C/c2nc(C#N)c(Nc3ccc(OC)cc3)o2)cc1
6 | 47%[activator] | 17% | -1% | -9% | ? | -6% | -3% | 56%[activator] | O=S(=O)(c1ccc2nc(-c3ccccc3)[nH]c2c1)N1CCN(c2cccc(Cl)c2)CC1
-1 | 40%[activator] | nt | -5% | -11% | 3% | 1% | nt | -5% | CCN(CC)C(=O)[C@H]1C[C@H](CC(=O)NC(C)(C)C)C(=O)N2CCc3c([nH]c4cc(CCC(=O)N(C)C)ccc34)[C@]12C
0 | 31% | -9%[59 µM] | -22% | 1% | 2% | -7% | -8% | -1% | Cc1c(Cl)cccc1NC(=O)Cn1c(=O)n(Cc2nc(-c3ccccc3)no2)c(=O)c2cc3c(cc21)OCO3
-1 | 34% | -9%[2.33 µM] | -11% | -15% | -1% | -10% | -4% | 1% | CCCCNC(=O)[C@@H]1CCCN1S(=O)(=O)c1cccc2cccnc12
-7 | 54%[activator] | 1%[59 µM] | 79µM* | -12% | -3% | -6% | 50µM* | 5% | CC1CC(c2ccccc2)n2nc(NC(=O)CCc3ccccc3)nc2N1 (stereo not given)
2 | 22% | -14% | -4%[57.1 µM] | -11% | -4% | i | -25% | -3% | O=C(COc1ccccc1-c1ccccc1)NNC(=O)NC1CCCCC1
0 | 135%[activator] | 24%[59 µM] | 69%[activator] | -9% | -4% | -9% | 73%[activator] | -11% | CN1OC(COC(=O)c2ccc(Cl)cc2Cl)CC1c1ccccc1 (stereo not given)
1 | 6% | -12%[59 µM] | -3% | 12% | ? | nt | 11% | -3% | Cc1cc(C(C)(C)C)oc1C(=O)N(CC(=O)NC1CCCC1)c1cccc(C(F)(F)F)c1
3 | 28% | 3%[59 µM] | -4% | -4% | -5% | 18% | -18% | 6% | COc1cccc(-c2cc(C(=O)Nc3ccc(OC)c(OC)c3)no2)c1
0 | 27% | 18%[12.7 µM] | -13% | -2% | 19% | 16% | -5% | 3% | COc1ccc(CN(C)C(=O)COC(=O)c2c(-c3ccccc3Cl)noc2C)cc1
7 | 36% | 8%[59 µM] | -3% | -19% | 5% | -1% | 5% | 0% | COc1cn(CC(=O)Nc2ccc(C)cc2)c(CN2CCCCC2)cc1=O
0 | ? | -13%[2.33 µM] | 56µM* | -18% | 11% | 8% | 56µM* | -5% | C#CCOCCOCCOCCNc1nc(N2CCN(C(=O)CCCCCCCCCCNC(=O)Cn3cc(CCCCCN)nn3)CC2)nc(N2CCN(C(=O)CCCCCCCCCCNC(=O)Cn3cc(CCCCCN)nn3)CC2)n1

Screening results deposited in PubChem BioAssay by National Center for Advancing Translational Sciences (NCATS).
